# CYP2C9 act: human CYP2C9 activators, primary screen, biochemical, luminescence; Cytochrome P450 2C9 (Homo sapiens), P11712; recombinant CYP2C9, luciferin-H conversion; stronger effect = higher value; factor 1 = untreated enzyme, 0 = blocked; activation factor at 5 µM; 96,000 tested, 1.4% active; AID 1024, 2008;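 active = activation factor of 2 or more for CYP2C9 at a 5 µM dose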;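 note: 0 = sulfaphenazole-blocked wells and 1 = vehicle-only wells; values of inactives mirror those of a sister screen read the other way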
# CYP2C19 inhib: blockers of cytochrome P450 2C19 activity – biochemical, luminescence, ADME assay, primary screen; 96,000 tested, 21% active; P33261; inhibition, % at 5 µM; CYP2C19 Supersomes, luciferin-H EGE luminescence, 30 min;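 active = CYP2C19 inhibition above a set limit at 5 µM in the primary screen, cut at about 50% in these data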;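 note: plate controls were negative control wells for no effect and 2.5 mM tranylcypromine positive control for full effect; values of inactives mirror those of a sister screen read the other way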
# Target sequence (P33261 whole entry, looked up): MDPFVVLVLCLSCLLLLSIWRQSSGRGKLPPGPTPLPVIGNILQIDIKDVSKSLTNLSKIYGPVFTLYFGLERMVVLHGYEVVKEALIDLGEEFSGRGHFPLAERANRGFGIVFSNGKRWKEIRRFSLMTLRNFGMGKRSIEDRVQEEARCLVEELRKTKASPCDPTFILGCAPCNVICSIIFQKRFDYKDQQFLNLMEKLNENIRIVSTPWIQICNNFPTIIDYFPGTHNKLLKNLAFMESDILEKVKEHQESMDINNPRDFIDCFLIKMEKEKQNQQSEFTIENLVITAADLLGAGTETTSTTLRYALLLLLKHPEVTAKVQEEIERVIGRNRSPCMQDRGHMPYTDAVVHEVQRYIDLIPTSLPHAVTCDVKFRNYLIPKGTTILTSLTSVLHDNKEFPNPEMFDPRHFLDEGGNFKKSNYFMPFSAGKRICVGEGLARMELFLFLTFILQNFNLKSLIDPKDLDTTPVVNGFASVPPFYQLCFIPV
# MT1-MMP txn act: MT1-MMP promoter reporter activation – cell-based, luciferase luminescence, primary screen; 86,000 tested, 0.16% active; activation factor at 10 µM; HT1080 MT1-MMP promoter luciferase reporter, overnight; stronger effect = higher value;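 active = activation factor of at least 2 for MT1-MMP transcription at 10 µM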
# Mac1 fbg enh: enhancers of CD11b/CD18 adhesion to fibrinogen, primary screen, K562 cells, luminescence | 93,000 tested, 0.07% active | activation, % at 10 µM | ATPlite luminescence;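 active = 10 µM primary screen giving 50% or more activity, confirmed by 40% or more on retest at that dose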; note: strong numbers were not always called active; reference of the scale not given here
# PTK2B oligo ant: antagonists of Pyk2 self-association, primary screen, Q293 cells, FERM NanoBiT luminescence, HTS | AID 1347419, 2020 | Protein-tyrosine kinase 2-beta (Homo sapiens), Q14289 | 99,000 tested, 0.83% active | z-score (the deposit names both 25 µM and 10 µM) | stronger effect = lower value;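 active = Z-score of -3 or lower, scaled per plate to the spread of control and sample wells; inactive = z-score above -3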;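 note: negative z-score means lost luminescence so less FERM oligomerization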
# CYP2C9 inh: blockers of cytochrome P450 2C9 activity – biochemical, luminescence, ADME assay, primary screen; inhibition, % at 5 µM; 96,000 tested, 20% active; CYP2C9 Supersomes, luciferin-H conversion; P11712;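 active = blocking of liver enzyme CYP2C9 beyond about 50% at 5 µM, limit read from the data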; note: values of inactives mirror those of a sister screen read the other way
# CD11b adhes inh: inhibitors of CD11b/CD18 adhesion to fibrinogen, primary screen, K562 cells, luminescence. Integrin beta-2 (Homo sapiens) + Integrin alpha-M (Homo sapiens), P05107+P11215. ATPlite luminescence; Mn2+ added to activate the integrin. inhibition, % at 10 µM. 93,000 tested, 0.54% active. AID 1497, 2009;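 active = primary inhibition of 50% or more at 10 µM, then 40% or more on retest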; note: some results filed as inactive read as strong as hits
# PLAP activator: PLAP enzyme activators, biochemical, luminescence, HTS; Alkaline phosphatase, placental type (Homo sapiens), P05187; purified PLAP enzyme, luminescent substrate read-out; stronger effect = higher value; activation fold at 20 µM; 96,000 tested, 1.2% active; AID 696, 2007; in the data active = activation fold above about 2
# Target sequence (P05187 whole entry, looked up): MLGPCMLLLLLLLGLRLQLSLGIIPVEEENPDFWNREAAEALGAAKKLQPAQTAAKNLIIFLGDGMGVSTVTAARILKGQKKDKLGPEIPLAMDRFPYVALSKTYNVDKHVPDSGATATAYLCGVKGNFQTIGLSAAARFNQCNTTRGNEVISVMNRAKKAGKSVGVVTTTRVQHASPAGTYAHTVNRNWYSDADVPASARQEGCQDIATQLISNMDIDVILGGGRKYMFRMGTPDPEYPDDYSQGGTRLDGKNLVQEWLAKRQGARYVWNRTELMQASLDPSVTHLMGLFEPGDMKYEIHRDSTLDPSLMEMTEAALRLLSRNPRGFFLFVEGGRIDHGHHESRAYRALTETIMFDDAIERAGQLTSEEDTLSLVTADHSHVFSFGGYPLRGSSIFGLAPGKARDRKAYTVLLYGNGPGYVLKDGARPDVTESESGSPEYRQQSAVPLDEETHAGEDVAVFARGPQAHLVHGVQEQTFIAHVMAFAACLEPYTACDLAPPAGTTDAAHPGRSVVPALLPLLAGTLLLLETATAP
# CYP2C19 act: human CYP2C19 activators, primary screen, biochemical, luminescence; Cytochrome P450 2C19 (Homo sapiens), P33261; activation factor at 5 µM; recombinant CYP2C19, luciferin-H EGE luminescence; stronger effect = higher value; 0 = fully inhibited enzyme, 1 = untreated enzyme; 96,000 tested, under 10 active;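 active = activation factor of at least 2 at 5 µM in the primary screen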;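 note: 0 = wells with 2.5 mM tranylcypromine and 1 = vehicle-only wells; values of inactives mirror those of a sister screen read the other way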
# The depositor's hits bear a star; . = not tested or not shown.
SMILES	CYP2C9 act	CYP2C19 inhib	MT1-MMP txn act	Mac1 fbg enh	PTK2B oligo ant	CYP2C9 inh	CD11b adhes inh	PLAP activator	CYP2C19 act
COc1ccc(N2CC(C(=O)Nc3ccc(S(=O)(=O)Nc4nc(C)cc(C)n4)cc3)CC2=O)cc1 (centres undefined)	1.1	-7.3	1.1	1.8	-0.22	-6.7	-17.0	1.2	1.1
Cc1ccc(OCCOCCn2ccnc2)c(Br)c1	0.1	99.0*	1.2	.	-0.24	87.3*	.	0.9	0
Cc1ccsc1C(=O)N1CC(=O)Nc2ccccc21	1.1	23.3	1.1	0.5	0.65	-7.4	2.0	1	0.8
CCC(C)COC(=O)C(C#N)c1nc2ccccc2nc1N1CCCCC1 (centres undefined)	0.3	49.6	1.1	-8.2	-1.47	66.5*	6.2	0.8	0.5
COc1cccc(CNC(=O)c2nnn(-c3ccc(OC(F)(F)F)cc3)c2N)c1	1.4	5.7	1.1	-4.4	-0.51	-36.0	3.2	0.7	0.9
Cc1cccc(-n2c(SCC(=O)Nc3ccc4c(c3)OCO4)nnc2-c2ccoc2C)c1	0.9	1.4	1	-1.1	-2.6	8.5	2.7	1	1
Fc1ccccc1N1CCN(CCCNc2ccc3nncn3n2)CC1	1	37.2	1.2	-1.1	.	2.5	-11.0	0.9	0.6
COC(=O)c1c(N=CN(C)C)c(C#N)c2n1CCCC2	1.1	0.3	1.1	3.0	0.66	-13.5	-3.8	0.9	1
O=C(CCl)N(c1ccc(Cl)cc1)c1c[nH]c2ccccc12	0.2	90.5*	0	-9.9	-1.2	81.7*	31.7	0.9	0.1
COc1ccc(-n2c(SC(CN3CCCCC3)CN3CCCC3=O)nc3ccccc3c2=O)cc1 (centres undefined)	0.3	60.7*	.	.	-0.69	65.4*	.	1.5	0.4
Cc1cccc2sc(NC(=O)CN(C)S(=O)(=O)c3ccc(Br)s3)nc12	1.1	61.9*	.	0.8	-2.7	-11.6	6.8	1	0.4
Cc1cnc(-c2nnc(N(C)C(=O)c3ccccn3)s2)cn1	1.2	-24.5	1.1	-0.3	.	-22.0	-5.1	0.9	1.2
CCCOc1ccc(CC(=O)NCc2ccco2)cc1OC	0.6	62.8*	1.2	0.8	0.32	43.2	-9.2	1.3	0.4
Cc1ccc(C(=O)NCCCN2CCOCC2)cc1N1CCCC1=O	1	-8.5	1.1	4.1	0.73	-3.9	0.1	1.2	1.1
O=[N+]([O-])c1ccc(N2CCOCC2)nc1	0.9	6.1	.	-3.8	0.22	6.9	0.0	1	0.9
COc1ccccc1N=C(C)C1=C(O)CSC1=O	0.6	64.4*	1.1	3.9	-0.05	37.9	11.3	0.8	0.4
COc1cccc(C2NC(CCSC)(C(=O)O)C3C(=O)N(C(C)C)C(=O)C23)c1O (centres undefined)	1	-14.6	1.1	-5.1	.	-2.0	-6.6	1.1	1.1
Cc1csc(CCc2nc(C)cs2)n1	0.9	16.0	1	-1.1	0.25	9.2	-5.4	0.9	0.8
COc1cc2c(cc1NC(=O)COc1ccccc1OC)oc1ccccc12	0.8	1.1	.	7.5	0.7	16.5	-19.4	1.1	1
COc1ccc(OC)c(NC(=O)CSc2ncccc2C(=O)O)c1	1.1	-13.5	1.1	-1.6	0.47	-11.7	0.1	1.2	1.1
O=C(c1cnc2n(c1=O)CCS2)N(C1CCCCC1)C1CCCCC1	0.9	0.9	1.1	-2.9	.	11.0	-13.7	1.1	1
COc1ccc(-n2ncc3c(=O)n(CC(=O)OCc4ccccc4)cnc32)cc1	1	-3.2	1	0.2	1.58	1.4	-27.8	1	1
CCOC(=O)N1CCC(NC(=O)Cn2nc(Cc3ccncc3)c3ccccc3c2=O)CC1	0.2	55.0*	1	0.7	.	77.3*	-6.9	1.5	0.4
COc1ccc(-n2c(SCC(=O)Nc3nccs3)nnc2-c2ccccc2)cc1	0.6	45.2	.	3.4	-0.66	42.9	6.3	1.2	0.5
CC(=O)NC(CC(C)C)C(=O)NC(Cc1ccccc1)C(N)=O (centres undefined)	1	3.4	1.2	-0.1	.	-0.8	-1.3	1.1	1
Oc1ccc(N2CCN(c3ncnc4sc5c(c34)CCC5)CC2)cc1	1	11.7	1.1	-1.9	-0.21	-3.8	-6.5	1	0.9
CC(=O)C1(C)N(O)C(C)(C)C(c2ccco2)=[N+]1[O-] (centres undefined)	1	-6.8	1.1	.	0.16	-0.2	.	0.8	1.1
N#Cc1c(N)nc2c(c1-c1cccnc1)CCCCC2	1.4	-6.5	1.3	-2.3	-1.19	-42.9	-6.5	0.9	1.1
CCOC(=O)c1[nH]c(C(=O)O)c(CCC(=O)OC)c1C	1	-7.6	.	0.9	0.32	4.3	15.3	1.1	1.1
CCOC(=O)c1ccc(NC(=O)NCCN2CCCCC2)cc1	1.1	-20.2	1	.	0.43	-13.1	.	1.1	1.2
O=S(=O)(c1ccc(Nc2ccc(-c3ccc4c(c3)OCCO4)nn2)cc1)N1CCCC1	1	-10.1	1.9	-2.5	-1.83	4.6	26.2	1.1	1.1
CC(C)Sc1nc2c(c(=O)n1C)SC(C)C2 (centres undefined)	0.6	18.4	1	-2.9	.	41.0	2.8	1.1	0.8
Cc1noc(/C=C/N(C)C)c1S(=O)(=O)N1CCCC(C(=O)NCc2cccs2)C1 (centres undefined)	0.3	30.4	1.1	-1.2	.	67.9*	14.3	1.1	0.7
C/C(Cl)=C/CSc1nnc2n(N)c(=O)c3ccccc3n12	1.1	-15.2	1.1	.	-0.49	-6.4	.	1.1	1.2
CSCC[C@H](NC(=O)Nc1cccc(C(F)(F)F)c1)C(=O)O	0.9	-2.4	1.1	-2.9	0.06	8.7	-3.5	1.2	1
COc1ccc(C2C(C#N)=C(N)Oc3c2c(C)nn3-c2ccccc2)cc1Cn1nc(C)c([N+](=O)[O-])c1C (centres undefined)	0.2	30.9	1.2	50.9*	-1.31	85.0*	10.6	1.1	0.7
Cc1ccc(NC(=O)NC2(C(=O)NCc3ccco3)CCCCC2)cc1	0.5	93.0*	1.2	-4.4	-0.45	53.8*	0.4	1.3	0.1
O=C(Nc1ccc(OC(=O)c2cccnc2)cc1)c1cccnc1	0.9	11.8	1.2	.	-0.55	5.6	.	0.9	0.9
CN1C(=O)NC(c2ccc(O)cc2)C(C(=O)c2cccs2)C1(O)C(F)(F)F (centres undefined)	0.7	3.7	1.1	2.8	0.44	34.5	1.0	1.1	1
COc1cc(C)c(Cl)cc1S(=O)(=O)NCCN1CCOCC1	1.2	82.9*	1.1	-7.6	0.1	-16.4	4.3	1.7	0.2
COc1cc(C(=O)OCCN2CCCCC2)ccc1O	1.2	-6.4	1.1	-3.7	0.21	-18.7	-6.4	1.1	1.1
Cc1cc(C)n2nc(C(=O)NCCc3ccccc3)nc2n1	1	18.4	.	-3.0	0.54	4.8	-31.7	0.8	0.8
Cc1ccc(OCCNC(=O)c2cncc(Br)c2)cc1C	0.8	24.1	.	1.5	1.97	17.6	-8.0	1	0.8
COCCNC(=O)C(c1ccc(C)o1)N(CC1CCCO1)C(=O)Cn1nnc2ccccc21 (centres undefined)	1.1	-9.4	1.1	-1.4	1.42	-5.0	9.7	1.4	1.1
COc1ccc(CCN=CC2=C(O)CC(C)(C)CC2=O)cc1	0.9	15.1	0.9	.	0.45	7.7	.	1.1	0.8
COC(=O)C1=C(C)NC(C)=C(C(=O)OC)C1c1ccc(N(C)C)cc1	0.3	83.8*	1	1.0	-0.08	70.4*	-13.9	1.2	0.2
O=C1c2ccccc2C(=O)N1c1nc2nccc(-c3ccccc3)n2n1	1.1	-1.0	1	-6.3	0.48	-6.1	0.6	0.9	1
Cc1noc(C)c1S(=O)(=O)N1CCCC(C(=O)NCCc2ccc(Cl)cc2)C1 (centres undefined)	0.6	69.4*	1.3	5.9	-0.74	43.7	-20.8	0.8	0.3
C=CCNC(=O)C(=O)c1cccn1-c1ccsc1C(=O)OC	1	93.2*	1.1	-1.7	-0.16	-1.0	-0.7	0.9	0.1
Nc1nc2nccc(-c3ccc(Cl)cc3)n2n1	1	0.7	1.3	-1.5	-0.29	-1.4	15.2	1	1
COC(=O)c1ccc(/C=N/OCC(=O)NC2CCCC(C)C2C)cc1 (centres undefined)	0.6	22.6	1.3	-1.8	0.26	40.2	-2.7	0.8	0.8
O=C(NN1CCOCC1)c1cc(-c2ccccc2)nc2ccccc12	0.9	0.6	.	-3.2	0.56	10.2	2.9	1	1
CC1(C)Cc2c(C#N)c(N3CCCC3)nc(-c3ccco3)c2CO1	0.1	50.6*	1	-1.7	.	90.6*	-2.0	1.5	0.5
Cc1ccc(N2CC(C(=O)NCc3ccccn3)CC2=O)cc1 (centres undefined)	0.7	17.0	1.1	3.9	0.76	25.6	-8.0	1	0.8
O=C(CSc1nnc(COc2ccc(Cl)cc2)o1)OC1CCCCC1	1	2.7	1	.	0.86	4.6	.	1	1
C=CCn1c(SCCOC)nc2c1c(=O)[nH]c(=O)n2C	0.9	-6.6	1.1	-2.3	.	6.6	-4.7	0.9	1.1
CCOc1ccc(-c2n[nH]c(C)c2Oc2ccc(OC)cc2)c(O)c1	0	99.8*	1.1	-1.7	-3.09*	99.3*	13.4	.	0
CCOc1ncccc1C(=O)N1CCN(Cc2ccc3c(c2)OCO3)CC1	0.5	82.5*	1.1	-4.3	0.54	54.7*	-5.4	1.6	0.2
Cc1nnc(SCC(=O)NC2CCCC2)s1	0.9	19.1	1	-1.7	1.25	11.5	9.2	0.8	0.8
Cc1ccc(S(=O)(=O)NCCN2CCOCC2)cc1	1.1	19.7	1.1	-2.9	0.11	-5.5	-18.4	0.9	0.8

# (continued)
SMILES	CYP2C9 act	CYP2C19 inhib	MT1-MMP txn act	Mac1 fbg enh	PTK2B oligo ant	CYP2C9 inh	CD11b adhes inh	PLAP activator	CYP2C19 act
CCOC(=O)Cc1c[nH]c2ccccc12	0.9	14.9	1.3	-3.2	0.97	8.9	-4.6	0.9	0.9
O/N=C/c1cc(Cl)ccc1OCc1ccccc1Cl	0.4	20.6	.	17.6	-0.29	60.8*	19.1	1	0.8
Cc1cc(C(C)(C)C)oc1C(=O)N1CCN(C(=O)c2oc(C(C)(C)C)cc2C)CC1	1	10.2	1	-5.3	-0.93	-1.8	0.1	1.2	0.9
O=C(c1ccccc1)N1CC(COc2ccccc2)OC(c2ccco2)O1 (centres undefined)	0.6	88.3*	1.1	.	0.17	40.3	.	1.2	0.1
COC(=O)c1c(C)[nH]c(C(=O)CN2CCOCC2)c1C	0.7	62.4*	1	-0.7	0.57	32.9	2.5	0.9	0.4
Cc1cc(C(=O)OCC(=O)NCCc2ccccc2)c(C)o1	0.1	76.0*	1.2	4.8	0.58	87.6*	22.3	1	0.2

# High-throughput results: PubChem BioAssay, Sanford-Burnham Center for Chemical Genomics
